# Bioassay records (PubChem)
# FBW7 activator: FBW7 E3 ligase activators, primary screen, biochemical, AlphaScreen, human; AlphaScreen FBW7–phospho-cyclin E peptide binding, activator screen; normalized activity (activation), % at 26.1 µM; 0.13% of 650,000 active; AID 1259310, 2017; in the data active means normalized activity above about 1.9%;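 further: purified mutant Fbw7 with reduced substrate affinity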
# GPR151 activ: activators of human GPR151, primary screen, cell-based, PathHunter beta-arrestin, luminescence. activation, % at 11.2 µM. PathHunter beta-arrestin GPR151 cells. AID 1508602, 2020. 1% of 650,000 active. G-protein coupled receptor 151 (Homo sapiens), Q8TDV0; in the data active means activation above about 4.9%;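 further: 0% = median of compound wells and 100% = cells with positive control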
# Target sequence (Q8TDV0 whole entry, looked up): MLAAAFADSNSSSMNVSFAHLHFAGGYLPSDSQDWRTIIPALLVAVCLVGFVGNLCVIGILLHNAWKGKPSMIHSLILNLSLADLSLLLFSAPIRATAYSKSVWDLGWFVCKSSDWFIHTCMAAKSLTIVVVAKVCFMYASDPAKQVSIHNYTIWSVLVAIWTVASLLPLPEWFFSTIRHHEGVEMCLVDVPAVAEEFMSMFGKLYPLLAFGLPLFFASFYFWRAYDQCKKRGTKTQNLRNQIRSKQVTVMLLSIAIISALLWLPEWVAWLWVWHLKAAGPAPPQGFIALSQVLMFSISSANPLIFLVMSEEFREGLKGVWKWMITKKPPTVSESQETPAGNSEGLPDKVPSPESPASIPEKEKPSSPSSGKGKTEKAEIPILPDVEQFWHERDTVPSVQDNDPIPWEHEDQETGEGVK
# MITF inh: MITF inhibitors, primary screen, biochemical, AlphaScreen, human; AID 1259374, 2018; AlphaScreen MITF homodimerization, bead proximity signal; 0.91% of 650,000 active; inhibition, % at 2.6 µM; in the data active means inhibition above about 50%;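 further: 0% = vehicle wells with protein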
# Target sequence (O75030 whole entry, looked up): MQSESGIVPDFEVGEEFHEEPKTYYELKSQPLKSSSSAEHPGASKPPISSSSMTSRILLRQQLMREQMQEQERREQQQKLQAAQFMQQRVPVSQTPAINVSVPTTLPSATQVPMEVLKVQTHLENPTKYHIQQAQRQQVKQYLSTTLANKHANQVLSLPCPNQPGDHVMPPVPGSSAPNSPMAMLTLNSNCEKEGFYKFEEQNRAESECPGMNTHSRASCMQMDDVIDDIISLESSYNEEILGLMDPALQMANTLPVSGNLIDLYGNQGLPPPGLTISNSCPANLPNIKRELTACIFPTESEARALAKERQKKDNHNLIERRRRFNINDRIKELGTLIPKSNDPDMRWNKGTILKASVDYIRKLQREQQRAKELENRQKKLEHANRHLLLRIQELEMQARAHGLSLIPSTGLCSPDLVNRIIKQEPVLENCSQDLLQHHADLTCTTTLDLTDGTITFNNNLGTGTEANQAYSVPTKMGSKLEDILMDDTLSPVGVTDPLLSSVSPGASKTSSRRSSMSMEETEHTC
# TEAD-YAP block: TEAD-YAP interaction inhibition, primary screen, TEAD-YAP interaction inhibitor project, luminescence, HEK-TIYL cells. 1.4% of 640,000 active. inhibition, % at 9.12 µM. AID 1259422, 2018. TEAD-Gal4/YAP UAS-luciferase luminescence; in the data active means inhibition above about 32%;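 further: 0% = median of test compound wells and 100% = reference inhibitor wells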
# * = called active by the depositor; . = not tested or not shown. The order is random, and some 3.5% of all compounds hit somewhere here.
# Start of the data: the first 7 compounds as a preview:
structure	FBW7 activator	GPR151 activ	MITF inh	TEAD-YAP block
COc1ccc(C(=O)Nc2cc(C)ccc2O)cc1Cl	-0.1	-4.0	1	-73
COc1ccc(N(CC(O)Cn2c3ccccc3c3ccccc32)S(=O)(=O)c2ccc(C)cc2)cc1 (configuration not stated)	0.2	0.3	11	6
CCN(CC)C(=O)C1CCCN(c2nc(NCc3cccnc3)c3ncn(C(C)C)c3n2)C1 (configuration not stated)	-0.2	-0.8	-4	-4
CS(=O)(=O)NCCCNc1ccc(Cl)cc1[N+](=O)[O-]	0.0	2.2	4	-7
CC(=O)NCCNC(=O)c1ccc(CNc2nc(=S)[nH]c3ccccc23)cc1	-0.1	-0.1	-12	-11
COc1ccc(NC2CC(=O)N(C(C)C)C2=O)cc1 (configuration not stated)	0.6	-0.6	9	1
CC(C)c1cc(C(=O)NCC2CCC3(CCN(C(=O)c4ccoc4)CC3)O2)n[nH]1 (configuration not stated)	0.2	-0.6	19	3

# All compounds of this part, repeating the preview:
structure	FBW7 activator	GPR151 activ	MITF inh	TEAD-YAP block
COc1ccc(C(=O)Nc2cc(C)ccc2O)cc1Cl	-0.1	-4.0	1	-73
COc1ccc(N(CC(O)Cn2c3ccccc3c3ccccc32)S(=O)(=O)c2ccc(C)cc2)cc1 (configuration not stated)	0.2	0.3	11	6
CCN(CC)C(=O)C1CCCN(c2nc(NCc3cccnc3)c3ncn(C(C)C)c3n2)C1 (configuration not stated)	-0.2	-0.8	-4	-4
CS(=O)(=O)NCCCNc1ccc(Cl)cc1[N+](=O)[O-]	0.0	2.2	4	-7
CC(=O)NCCNC(=O)c1ccc(CNc2nc(=S)[nH]c3ccccc23)cc1	-0.1	-0.1	-12	-11
COc1ccc(NC2CC(=O)N(C(C)C)C2=O)cc1 (configuration not stated)	0.6	-0.6	9	1
CC(C)c1cc(C(=O)NCC2CCC3(CCN(C(=O)c4ccoc4)CC3)O2)n[nH]1 (configuration not stated)	0.2	-0.6	19	3
COc1ccc(N2CCN(CCCNC(=O)c3ccc(Cn4c(=S)[nH]c5cc6c(cc5c4=O)OCO6)cc3)CC2)cc1	-0.2	-1.2	12	3
N/C(=N\OC(=O)c1ccccc1-c1ccccc1)c1cccc([N+](=O)[O-])c1	0.1	-0.3	4	25
CN(Cc1ccccc1)C(=O)CCCn1c(=S)[nH]c2ccccc2c1=O	0.1	-0.4	-5	8
CCOC(=O)CNC(=O)c1ccc([N+](=O)[O-])c(C)c1	0.1	4.1	10	5
CC1Oc2ccccc2N(CC(=O)N2CCCc3ccccc32)C1=O (configuration not stated)	-0.2	-0.8	13	8
CCOC(=O)c1ccc(NC(=O)CSc2nc3c(sc(=S)n3Cc3ccco3)c(=O)n2-c2ccccc2)cc1	-0.1	-0.2	-3	8
CN1C(=O)NC(c2cccc(F)c2)C2=C1CC(C)(C)CC2=O (configuration not stated)	-0.1	0.7	-4	6
CCN(CC)c1nc(NCc2ccco2)nc(Nc2ccc(C)c(Cl)c2)n1	-0.1	-0.3	-9	-7
Cc1cc(NC(=O)c2ccc([N+](=O)[O-])cc2)n(-c2ccccc2)n1	-0.1	-1.3	14	5
COc1ccc(CC(=O)NCC(=O)N/N=C/c2ccc(Br)cc2)cc1	0.1	-0.1	11	6
O=C1CCCCN1c1ccc(NS(=O)(=O)c2cc(F)ccc2F)cc1	0.0	-1.0	-2	8
CSc1nc2sc3c(c2c(=O)n1CC(C)C)CCC3	-0.1	-1.3	-7	-7
COc1cc([N+](=O)[O-])ccc1NC(=O)/C(C)=C\c1ccccc1	0.1	-1.4	2	4
COc1ccc(/C(C)=N/Nc2ccc(C)cc2)c(O)c1	0.2	-0.4	18	5
COc1ccc(CC(=O)Nc2ccc(N3CCCN(C(=O)C4CC4)CC3)cc2)cc1	0.0	1.3	12	9
CCCNC(=O)c1cccc(COCC(F)(F)C(F)F)c1	-0.1	1.3	1	-9
CC(C)CC(=O)Nc1nnc(SCC(=O)Nc2nccs2)s1	0.1	3.3	-1	1
COc1ccc(N2CCN(C(=O)CSc3nnc4c5ccccc5n(C)c4n3)CC2)cc1	0.2	-0.5	13	13
COc1ccccc1NC(=O)CSc1nc2ccc(C)cc2[nH]1	-0.1	-0.4	-2	5
CCC1=Nc2cc(C(=O)N3CCOCC3)ccc2Sc2ccc(C)cc21	0.0	0.8	-19	-10
CCN(Cc1ccccc1)S(=O)(=O)c1ccc(F)c(C(=O)Nc2ccc(Cl)cc2Cl)c1	0.7	-1.5	8	-14
COc1ccc2nc(NC(=O)Cn3cnc4sc(C)c(C)c4c3=O)sc2c1	0.0	0.6	6	-32
Cc1ccsc1CN(C(=O)c1ccc([N+](=O)[O-])cc1)C1CCS(=O)(=O)C1 (configuration not stated)	-0.1	0.3	5	-1
C/C(CC(=O)NC12CC3CC(CC(C3)C1)C2)=N\NC(=O)c1cccc(Cl)c1	0.0	0.2	13	-56
Cc1ccc(C(=O)N2CCC(c3ccccc3)C2)cc1 (configuration not stated)	-0.2	0.3	-10	-73
O=C(Nn1c(C2CC2)nc2ccccc2c1=O)c1ccccc1F	-0.1	0.8	-5	-9
CC(C)[C@H](NC(=O)c1ccccc1)C(=O)OCC(=O)Nc1sccc1C(N)=O	0.1	3.8	0	-1
O=C1N[C@@H](COCc2ccccc2)C(=O)N2CCN(Cc3ccc(F)c(F)c3)C[C@H]12	-0.1	3.0	0	5
CCOc1cccc2c1OC(c1ccccc1Cl)N1N=C(c3cccnc3)CC21 (configuration not stated)	0.2	0.8	15	-7
CCn1c(=N)c(C(=O)NCC2CCCO2)cc2c(=O)n3cc(C)ccc3nc21 (configuration not stated)	-0.2	2.8	1	5
Cc1ccc(C2CC(c3cccs3)=NN2C(=O)CSc2nnc(CNC(=O)c3ccccc3)n2-c2cccc(C)c2)cc1 (configuration not stated)	0.0	0.8	7	18
CCCOC(=O)C1=C(C)NC2=C(C(=O)CC(C)(C)C2)C1c1cccc(F)c1 (configuration not stated)	0.3	-0.4	0	13
COc1ccc(C(=O)Nc2cccc3nsnc23)cc1Cl	0.1	-0.2	-26	-30
O=C(Oc1ccc2ccccc2c1)c1ccc(Br)o1	0.1	0.9	4	8
Cc1nn(C(C)C(=O)N2CCC(C(N)=O)CC2)c(=O)c2c1sc1ccccc12 (configuration not stated)	-0.1	-1.1	-6	0
CC1(C)CC(=O)C2=C(C1)N(CC1CCCO1)C(=O)NC2(C(F)(F)F)C(F)(F)F (configuration not stated)	0.2	0.0	-3	9
O=C(Cc1ccc(F)cc1)Nc1cc(-c2cn[nH]c2)ccn1	0.3	-0.2	-16	82*
CC(C)Cc1nc(SC(C)C(=O)Nc2cccc(Cl)c2)n[nH]1 (configuration not stated)	0.1	2.7	15	-8
CC(C)(C)OC(=O)Nc1ccc(-c2cc(C(=O)NCCCCCCC(=O)NO)no2)cc1	.	1.8	-10	.
CN(C)C(=O)/N=N/C(=O)N(C)C	-0.1	-0.3	-11	-2
COc1cccc(N(CCO)CC(=O)O)c1	-0.1	0.5	1	-1
CN1CCN(S(=O)(=O)c2cccc3nsnc23)CC1	-0.1	-1.6	-8	-2
CCc1cc2ccccc2nc1SCC(=O)Nc1nccs1	0.1	-1.5	-4	-2
COc1ccc(C2C=C(c3ccc(Cl)cc3)Nc3ncnn32)cc1 (configuration not stated)	0.1	-0.6	2	-23
Cc1cc(NC(=O)C(C)SCC(=O)Nc2ccc(C(=O)OC(C)C)cc2)no1 (configuration not stated)	-0.1	1.2	-1	-11
c1nc(N2CCC(N3CCCCC3)CC2)c2nc3n(c2n1)CCCCC3	-0.1	2.7	8	7
COc1cc(N)c(Cl)cc1C(=O)OCC(=O)Nc1ccc(N(C)C)cc1	0.0	-0.2	-12	1
CCCNS(=O)(=O)c1cc(C)c(Br)cc1C	-0.4	0.6	-7	-18
Cc1cc2nc(-c3cc(NC(=O)c4ccc(Br)o4)ccc3O)oc2cc1C	0.8	-1.1	6	-3

# Carrying on.
structure	FBW7 activator	GPR151 activ	MITF inh	TEAD-YAP block
CCc1ccc(Nc2nnc(SCC(=O)N3CC(=O)Nc4ccccc43)s2)cc1	0.1	0.4	9	1
NC(=O)c1ccc(N2CCCCC2)c(NC(=O)c2ncoc2-c2cccs2)c1	-0.1	0.7	-8	1
C=CCN1CC(C(=O)N2CCOc3ccc(CN(CC)Cc4ccncc4)cc3C2)CC1=O (configuration not stated)	0.0	0.6	12	6
CC(C)(C)c1ccc(OCC(=O)NNC(=S)Nc2ccccc2)cc1	0.3	-0.2	21	0
CCOC(=O)c1c(C)[nH]c2cc(Br)c(O)cc12	0.0	-0.5	-4	-26
COc1ccccc1-c1nnc(SCc2ccccn2)n1C	0.3	0.1	6	-8
CCOC(=O)N1CCN(C(=O)c2cc3c(=O)n(CC)c4ccccc4c3s2)CC1	0.0	0.9	1	-2
CC(Oc1ccccc1)C(=O)N1CCN(Cc2ccccc2)CC1 (configuration not stated)	0.1	1.9	-2	2
Cc1c(C(=O)NCCc2ccc(S(N)(=O)=O)cc2)cccc1[N+](=O)[O-]	-0.1	-0.9	-1	0
Cc1cccn2c(=O)c3cc(C(=O)Nc4ccc(N(C)C)cc4)n(C)c3nc12	-0.1	0.5	20	3
Cc1ccc(Nc2c(C(=O)N3CCOCC3)cnc3ccccc23)cc1Cl	-0.1	-0.2	-18	-10
COc1ccc(/C=C/C(=O)NCCc2nc3ccccc3[nH]2)cc1OC	0.1	-0.3	-1	-2
Cc1ccc(-n2c(=S)[nH]c3[nH]ncc3c2=O)cc1	0.1	-0.4	9	2
Cc1cc(OCC(=O)Nc2ccc(C(=O)OC(C)C)cc2)ccc1Cl	0.6	-0.3	5	14
Cc1ccc(N(C)C2SC(=O)NC2=O)cc1 (configuration not stated)	-0.1	0.0	12	3
COc1cc(-c2ncnn2-c2sc3c(c2C#N)CCCCC3)cc(OC)c1OC	-0.3	-1.0	-10	4
Cc1ccc(NC(=O)CCC(=O)NNC(=O)Nc2ccccc2C(F)(F)F)cc1C	0.8	-1.1	8	5
O=C(NCc1ccco1)c1ccc(N2CC3CC(C2)c2cccc(=O)n2C3)c(NC(=S)Nc2ccc(Cl)cc2Cl)c1 (configuration not stated)	0.0	0.4	8	0
O=C(NCCN=C1NS(=O)(=O)c2ccccc21)c1ccc(Cl)cc1Cl	0.1	0.0	1	-12
Oc1ccccc1C1=NCCNC(C(F)(F)C(F)F)=C1	-0.1	-0.6	5	-8
COc1ccc(OC)c(-c2csc(N3CCN(C(=O)c4ccccc4)CC3)n2)c1	-0.2	1.9	11	4
COc1ccc(-c2cc3nccc(C4CCNCC4)n3n2)cc1	0.6	1.4	10	33*
Cc1ccc(C)c(N2CC(O)=C(c3nc4ccccc4c(=O)[nH]3)C2=N)c1	0.0	0.1	-5	5
CN(C)CC(C)(O)c1ccc2c(c1)CN(Cc1ccc(Sc3nncn3C)o1)CCO2 (configuration not stated)	-0.1	0.0	-14	-3
CC1CCCC(NC(=O)CN2C(=O)CC(C)(C)Sc3ccccc32)C1C (configuration not stated)	0.0	-0.3	-2	6
O=C(Cc1ccccc1)Nc1ccnn1C1CCN(C(=O)CCN2CCCCO2)CC1	0.1	0.1	2	-43
COc1ccc([N+](=O)[O-])cc1-c1ccc(C=C2C(=O)NC(=O)NC2=O)o1	-0.3	-1.5	2	-3
Cc1cc(C(C)(C)C)ccc1OCC(=O)N/N=C/c1ccco1	0.1	-0.3	-5	-3
CCOC(=O)c1c(/N=C/c2c(O)n(-c3ccc(Cl)cc3)c(=O)[nH]c2=O)sc2c1CCCC2	0.2	2.7	16	0
COC(=O)c1ccc(CN2CCCC(CCC(=O)NCc3ccccc3F)C2)cc1 (configuration not stated)	0.0	0.6	3	2
COCc1oc2ccc(NS(=O)(=O)c3ccc(Cl)cc3)cc2c1C(=O)OC	-0.1	-1.1	-21	2
O=C1CCCC2=C1C(c1ccccc1)N(C(=O)c1ccccc1)c1ccccc1N2 (configuration not stated)	-0.1	0.3	-1	6
CCOC(=O)c1c(C)nc(C)c(C(=O)OCC)c1-c1cccc(N)c1	-0.1	-1.0	15	-14
CC(=O)Nc1ccc(OS(=O)(=O)c2c(C)cc(C)cc2C)cc1	0.1	-0.2	19	-4
O=c1[nH]c2c([nH]c3ccc(Br)cc32)c(=O)n1/N=C/c1ccccc1	-0.3	2.0	-7	-3
Cc1ccc(NCN2C(=O)C3CC=CCC3C2=O)cc1C (configuration not stated)	0.0	0.9	-1	6
CN1[C@@H](C(=O)NCc2ccccc2)C[C@@H](c2ccco2)NS1(=O)=O	0.1	0.5	13	10
COc1ccccc1CSc1nc2cccnc2n1C	0.1	1.8	-16	-56
COc1cc(NC(=O)CSc2nc3cc(OC)c(OC)cc3cc2C#N)cc(OC)c1	0.1	-0.8	11	2
CCOC(=O)N1CCN(S(=O)(=O)c2ccc(C(=O)Nc3nc4ccc5nc(SC)sc5c4s3)cc2)CC1	-0.1	1.4	-8	3
O=C(c1ccccc1Oc1ccc([N+](=O)[O-])cc1)N1CCOCC1	-0.4	1.8	-5	-5
